# Source: PubChem BioAssay
# LYPLA2 counter – blocks human lysophospholipase 2, a PME1 counter-screen; inhibition, % at 5.9 µM; 320,000 compounds, 0.38% hits; recombinant LYPLA2, FP-Rh probe fluorescence polarization; AID 2177;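 active = inhibition above the screen-wide mean plus 3 SD, limit set per campaign, cut at about 26% in these data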;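 note: 0% = LYPLA2 with DMSO and 100% = wells lacking LYPLA2 enzyme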
# PAFAH1B3 FP inh – inhibitors of human PAFAH1B3 | Q15102 | recombinant PAFAH1B3, FP-rhodamine probe, fluorescence polarization | inhibition, % at 3.39 µM | 340,000 compounds, 0.28% hits | AID 492972;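 active = inhibition above the screen-wide average of all tested compounds plus 3 SD, cut at about 25% in these data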;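 note: 0% = enzyme with DMSO only and 100% = wells lacking PAFAH1B3 protein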
# Target sequence (Q15102 whole entry, looked up): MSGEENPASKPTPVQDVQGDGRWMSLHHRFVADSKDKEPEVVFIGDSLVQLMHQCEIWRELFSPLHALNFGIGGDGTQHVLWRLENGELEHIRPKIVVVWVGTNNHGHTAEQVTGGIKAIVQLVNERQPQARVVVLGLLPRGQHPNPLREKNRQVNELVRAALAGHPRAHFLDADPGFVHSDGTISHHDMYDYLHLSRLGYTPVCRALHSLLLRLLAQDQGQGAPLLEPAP
# LYPLA1 counter – blocks human lysophospholipase 1, a PME1 counter-screen; O75608; recombinant LYPLA1, FP-Rh probe fluorescence polarization; inhibition, % at 5.9 µM; 320,000 compounds, 0.16% hits; AID 2174;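 active = inhibition above the mean of all tested compounds plus 3 SD, set per campaign, cut at about 14% in these data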;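 note: inhibitors block serine hydrolase probe labeling of LYPLA1 so polarization falls; 0% = enzyme with DMSO and 100% = wells lacking LYPLA1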
# PAD4 FP inh – PAD4 (human) enzyme inhibition; inhibition, % at 6.36 µM; 330,000 compounds, 0.41% hits; AID 485272; Q9UM07; recombinant PAD4, RCA probe fluorescence polarization;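 active = percent inhibition above a cutoff equal to the mean of all tested compounds plus 3 SD, cut at about 15% in these data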;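 note: 0% = PAD4 with RCA probe and DMSO and 100% = probe without PAD4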
# ZTA DNA inh – counter-screen for EBNA-1 inhibitors: inhibitors of Epstein-Barr virus ZTA; P03206; ZTA-DNA binding, fluorescence polarization; inhibition, % at 11 µM; 320,000 compounds, 0.15% hits; AID 2234; in the data active = inhibition above about 33%
# EBNA-1 inhibitor – blocks EBNA-1 binding to DNA; EBNA-1 DNA binding, fluorescence polarization; inhibition, % at 14.8 µM; 300,000 compounds, 0.34% hits; in the data active = inhibition above about 28%
# GSTO1 inh – GSTO1 inhibition, counter-screen for RBBP9 inhibitors. P78417. recombinant GSTO1, activity-based probe fluorescence polarization. inhibition, % at 5.96 µM. 300,000 compounds, 1.1% hits. AID 1974;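 active = inhibition above the campaign mean inhibition plus 3 SD, cut at about 35% in these data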;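 note: 0% = GSTO1-1 with DMSO and 100% = wells lacking GSTO1-1 enzyme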
# PAFAH2 inh – PAFAH2 (human) inhibition; 340,000 compounds, 0.99% hits; recombinant PAFAH2, FP-rhodamine activity probe, fluorescence polarization; inhibition, % at 3.39 µM; Q99487;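 active = inhibition above the mean over all tested compounds plus 3 SD, cut at about 30% in these data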;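 note: inhibitors block probe labeling of enzyme so polarization drops; 0% = enzyme with DMSO and 100% = wells lacking PAFAH2 protein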
# PREPL inh – inhibitors of human prolyl oligopeptidase-like enzyme PREPL | Q4J6C6 | inhibition, % at 5.96 µM | recombinant PREPL, fluorescence polarization activity-based probe | 320,000 compounds, 0.68% hits; in the data active = inhibition above about 43%;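 note: 0% = enzyme with DMSO and 100% = wells lacking enzyme; many of its hits are not listed in these tables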
# Target sequence (Q4J6C6 whole entry, looked up): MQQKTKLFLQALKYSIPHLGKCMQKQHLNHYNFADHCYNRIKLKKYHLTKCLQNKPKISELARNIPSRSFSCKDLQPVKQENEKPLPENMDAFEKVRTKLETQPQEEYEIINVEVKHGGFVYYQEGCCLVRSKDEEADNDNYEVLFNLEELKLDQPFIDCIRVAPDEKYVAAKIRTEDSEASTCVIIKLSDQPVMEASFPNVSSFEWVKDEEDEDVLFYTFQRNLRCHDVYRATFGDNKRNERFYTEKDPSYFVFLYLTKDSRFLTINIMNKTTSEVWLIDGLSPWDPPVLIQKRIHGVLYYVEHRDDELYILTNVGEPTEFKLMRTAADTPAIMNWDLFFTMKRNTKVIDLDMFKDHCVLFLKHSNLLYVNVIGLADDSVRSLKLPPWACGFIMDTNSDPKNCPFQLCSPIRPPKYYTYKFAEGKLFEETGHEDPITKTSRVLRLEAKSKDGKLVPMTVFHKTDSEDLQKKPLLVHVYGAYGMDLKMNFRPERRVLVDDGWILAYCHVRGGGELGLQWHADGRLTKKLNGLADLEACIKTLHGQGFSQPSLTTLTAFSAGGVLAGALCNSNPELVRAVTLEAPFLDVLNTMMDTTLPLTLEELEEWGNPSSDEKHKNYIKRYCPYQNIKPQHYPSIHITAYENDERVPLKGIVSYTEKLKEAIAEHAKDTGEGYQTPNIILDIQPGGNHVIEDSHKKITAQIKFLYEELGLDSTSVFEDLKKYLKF
# Numbers without * were called inactive; / = no result given. Only part of the results is shown (hit frequency here may not be typical).
1. CCn1c(CNS(=O)(=O)c2ccc(Br)cc2)nnc1SC
2. Nc1c(C=C2C=CC(=O)C=C2)c(=O)nc2sc(CC(=O)N3CCCC3)nn12
3. OCCCCNCc1cc(Br)ccc1OCc1ccccc1F
4. O=C(NC1=NCCS1)c1ccccc1Br
5. COc1ccc(N2CCN(c3nc4ccccn4c(=O)c3C=O)CC2)cc1
6. CN(C(=O)COC(=O)C1CCN(S(=O)(=O)c2ccc3c(c2)OCCO3)CC1)C1CCS(=O)(=O)C1 (stereo not drawn)
entry no.	1	2	3	4	5	6
LYPLA1 counter	1	1	3	-2	-2	-2
LYPLA2 counter	-1	5	4	-1	3	4
PAFAH1B3 FP inh	3	1	1	/	19	7
PAD4 FP inh	-2	-3	4	2	-3	3
EBNA-1 inhibitor	2	-7	-13	-3	10	2
PAFAH2 inh	0	3	4	/	5	3
PREPL inh	14	-2	-39	8	24	9
GSTO1 inh	1	0	9	4	1	5
ZTA DNA inh	-17	-7	-13	-3	-15	-13

7. COc1ccc(S(=O)(=O)NCCCn2ccnc2)cc1C(C)(C)C
8. O=C(NNC(=O)c1ccc2ccccc2c1O)c1ccccc1Cl
9. CCN(Cc1ccccc1)C(=O)c1cc2c(=O)oc3ccc(C)cc3c2s1
10. Cc1ccccc1NC(=O)Cn1c([N+](=O)[O-])cnc1C
11. C=CCOc1ccc(/C=C/C(=O)OCC(=O)N2CCC(c3ccccc3)=N2)cc1
12. CCOC(=O)c1cnn(-c2ccc(NS(=O)(=O)c3ccc(Cl)cc3)cc2)c1C(F)(F)F
entry no.	7	8	9	10	11	12
LYPLA1 counter	1	-5	-5	4	2	-1
LYPLA2 counter	-5	3	-11	18	6	-8
PAFAH1B3 FP inh	3	4	-8	3	-3	14
PAD4 FP inh	0	-1	1	4	4	-1
EBNA-1 inhibitor	-1	4	6	4	/	8
PAFAH2 inh	-4	12	6	-4	-2	8
PREPL inh	3	16	-24	15	12	-8
GSTO1 inh	-3	10	-1	8	/	-12
ZTA DNA inh	6	-5	2	-18	-24	6

13. Cc1ccc(CNC(=O)CN(C)S(=O)(=O)c2ccc3c(c2)n(C)c(=O)c(=O)n3C)cc1
14. COc1ccc(OC2C(=O)N(Cc3ccc(F)cc3)C2c2ccc(OC)c(OC)c2)cc1 (stereo not drawn)
15. O=C(CNC(=O)C12CC3CC(CC(C3)C1)C2)N/N=C\c1ccco1
16. Cc1ccc(CNC(=O)C(Cc2ccccc2)NS(=O)(=O)c2ccc3c(c2)CCC(=O)N3)cc1 (stereo not drawn)
17. COc1ccc(CNc2ncc(-c3ccccc3)n2C)cc1
18. Cc1ccc(C(C(=O)NC2CCCC2)N(C(=O)c2csnn2)C2CC2)cc1 (stereo not drawn)
entry no.	13	14	15	16	17	18
LYPLA1 counter	3	1	-4	2	2	-1
LYPLA2 counter	2	4	3	-2	12	-1
PAFAH1B3 FP inh	1	-2	7	2	2	9
PAD4 FP inh	1	4	3	4	-3	-4
EBNA-1 inhibitor	-7	1	10	-14	0	2
PAFAH2 inh	11	3	6	6	7	3
PREPL inh	15	12	-2	1	3	9
GSTO1 inh	0	2	0	4	-6	-3
ZTA DNA inh	-2	5	8	-10	4	4

19. Cc1cccc(Nc2nc(N)c([N+](=O)[O-])c(NCc3ccco3)n2)c1
20. Cc1ccccc1OC(C)c1nc(-c2ccccc2)no1 (stereo not drawn)
21. C/C(=N\NC(=O)c1ccc(N2CCCC2=O)cc1)c1ccc(O)cc1O
22. Cc1ccccc1C(=O)NC(CC(C)C)C(=O)N1CCN(c2ccccc2)CC1 (stereo not drawn)
23. Cn1nc(C(=O)NCc2ccco2)c2ccccc2c1=O
24. Cc1cccc(OCC(=O)N2CCOCC2)c1
entry no.	19	20	21	22	23	24
LYPLA1 counter	-7	-1	0	-3	-3	-5
LYPLA2 counter	-4	-5	-3	2	-5	-1
PAFAH1B3 FP inh	-1	5	-3	7	-16	7
PAD4 FP inh	3	2	-2	1	-6	5
EBNA-1 inhibitor	-4	-2	-2	1	3	-4
PAFAH2 inh	-3	-6	2	-12	8	-3
PREPL inh	-7	-7	2	1	0	-2
GSTO1 inh	-6	3	4	0	6	-2
ZTA DNA inh	17	19	-3	-6	-8	2

# An excerpt from above with just LYPLA2 counter, PREPL inh and PAFAH2 inh:
nr | SMILES | LYPLA2 counter | PREPL inh | PAFAH2 inh
5 | COc1ccc(N2CCN(c3nc4ccccn4c(=O)c3C=O)CC2)cc1 | 3 | 24 | 5
6 | CN(C(=O)COC(=O)C1CCN(S(=O)(=O)c2ccc3c(c2)OCCO3)CC1)C1CCS(=O)(=O)C1 (stereo not drawn) | 4 | 9 | 3
7 | COc1ccc(S(=O)(=O)NCCCn2ccnc2)cc1C(C)(C)C | -5 | 3 | -4
8 | O=C(NNC(=O)c1ccc2ccccc2c1O)c1ccccc1Cl | 3 | 16 | 12

# Further results.
25. CCC1(c2ccccc2)NC(=O)N(CC(=O)N(C)Cc2ccccc2)C1=O (stereo not drawn)
26. Cc1csc(NC(=O)CCn2c(=O)oc3ccccc32)n1
27. CSc1cccc(NC(=O)CCNC(=O)c2ccco2)c1
28. COc1cccc(C(=O)Nc2c3c(nn2-c2ccc([N+](=O)[O-])cc2)CS(=O)(=O)C3)c1
29. OC1=C(O)c2nc3cc(F)ccc3nc21
30. COc1ccccc1C(=O)Nc1ccnn1C1CCN(Cc2cnn(C)c2)CC1
entry no.	25	26	27	28	29	30
LYPLA1 counter	-1	0	-3	-1	1	2
LYPLA2 counter	1	-1	-2	-2	1	-5
PAFAH1B3 FP inh	-3	5	2	9	/	1
PAD4 FP inh	-2	-2	-1	4	1	-2
EBNA-1 inhibitor	-11	17	3	8	7	-9
PAFAH2 inh	-3	-6	3	3	/	-4
PREPL inh	9	-21	8	1	3	11
GSTO1 inh	-3	-8	0	-5	4	2
ZTA DNA inh	-2	16	-8	7	4	13

31. CN(CC(=O)Nc1ccccc1C(F)(F)F)C(=O)C1CCN(C(=O)c2ccc(Cl)cc2)CC1
32. COC(=O)c1nn(-c2c(C)n(C)n(-c3ccccc3)c2=O)cc1O
33. CC(C)Nc1nc(NC(C)C)nc(C(=O)OCCO)n1
34. CC(=O)NCCOc1cccc2cccnc12
35. COc1cc2c(cc1C1NC(=S)NC(C)=C1C(N)=O)CCCC2 (stereo not drawn)
36. CCCC(=O)c1ccc(N2CCN(C(=O)c3ccccc3Br)CC2)c(F)c1
entry no.	31	32	33	34	35	36
LYPLA1 counter	1	3	-1	0	-2	-4
LYPLA2 counter	7	3	1	0	4	3
PAFAH1B3 FP inh	3	6	8	5	4	-2
PAD4 FP inh	0	0	-4	4	-2	-1
EBNA-1 inhibitor	2	0	-9	-6	-6	-3
PAFAH2 inh	7	2	7	2	2	-1
PREPL inh	7	-2	-3	9	1	-1
GSTO1 inh	-6	2	1	-2	3	2
ZTA DNA inh	-7	2	1	-7	-8	6

# Complete entries as entered above:
# `COC(=O)c1nn(-c2c(C)n(C)n(-c3ccccc3)c2=O)cc1O` in the list: LYPLA1 counter: 3; LYPLA2 counter: 3; PAFAH1B3 FP inh: 6; PAD4 FP inh: 0; EBNA-1 inhibitor: 0; PAFAH2 inh: 2; PREPL inh: -2; GSTO1 inh: 2; ZTA DNA inh: 2
# `COc1cc2c(cc1C1NC(=S)NC(C)=C1C(N)=O)CCCC2` (stereo not drawn) in the list: LYPLA1 counter: -2; LYPLA2 counter: 4; PAFAH1B3 FP inh: 4; PAD4 FP inh: -2; EBNA-1 inhibitor: -6; PAFAH2 inh: 2; PREPL inh: 1; GSTO1 inh: 3; ZTA DNA inh: -8
# `CC(C)Nc1nc(NC(C)C)nc(C(=O)OCCO)n1` in the list: LYPLA1 counter: -1; LYPLA2 counter: 1; PAFAH1B3 FP inh: 8; PAD4 FP inh: -4; EBNA-1 inhibitor: -9; PAFAH2 inh: 7; PREPL inh: -3; GSTO1 inh: 1; ZTA DNA inh: 1

# An excerpt from above in order of the PAFAH1B3 FP inh value, falling:
nr | Compound | PAFAH1B3 FP inh | PAD4 FP inh | EBNA-1 inhibitor | PAFAH2 inh | PREPL inh
33 | CC(C)Nc1nc(NC(C)C)nc(C(=O)OCCO)n1 | 8 | -4 | -9 | 7 | -3
34 | CC(=O)NCCOc1cccc2cccnc12 | 5 | 4 | -6 | 2 | 9
36 | CCCC(=O)c1ccc(N2CCN(C(=O)c3ccccc3Br)CC2)c(F)c1 | -2 | -1 | -3 | -1 | -1

# More entries
37. CCOc1cccc2cc(C(=O)NCCC3=CCCCC3)c(=O)oc12
38. CC(C)CCNC(=O)C1CCN(Cc2cccc(OCc3ccccc3)c2)CC1
39. CC(=O)c1cc(C#N)c(SCc2ccccc2C#N)nc1C
40. Cn1c(SCC(=O)Nc2nccs2)nnc1C1CC1
41. O=C(c1cc2ncc(Br)cn2n1)N1CCN(C(=O)c2ccco2)CC1
42. O=C(Nc1ccc(OCC(=O)N2CCC(Cc3ccccc3)CC2)cc1)c1ccco1
entry no.	37	38	39	40	41	42
LYPLA1 counter	1	0	3	3	-3	0
LYPLA2 counter	-2	0	46*	1	-1	4
PAFAH1B3 FP inh	4	7	9	-3	1	0
PAD4 FP inh	2	-5	-4	0	-1	1
EBNA-1 inhibitor	-6	-3	-9	0	-5	7
PAFAH2 inh	5	6	-5	-6	15	-1
PREPL inh	-22	13	-5	9	9	14
GSTO1 inh	0	6	-8	-2	5	-1
ZTA DNA inh	-10	4	-25	-19	13	0

43. COc1ccc(/C=N/Nc2ccccc2C(=O)O)cc1Cn1cc([N+](=O)[O-])cn1
44. Cc1cc(C)nc(CCNC(=O)CC2C(=O)NCCN2Cc2ccccc2)n1 (stereo not drawn)
45. O=C1c2ccccc2C(=O)N1CCOCCN1C(=O)c2ccccc2C1=O
46. O=C(CSc1ccccc1)NCC1(N2CCCCC2)CCCCC1
47. CCCCNC(=O)/C(C#N)=c1\s/c(=C\c2ccccc2OC(F)F)c(=O)n1CCCOC
48. CCC(C)[C@H](NC(=O)N1CCn2c1nc1ccccc12)C(=O)NCc1ccc(OC)cc1 (stereo partly drawn)
entry no.	43	44	45	46	47	48
LYPLA1 counter	-2	1	0	0	2	-1
LYPLA2 counter	3	6	-4	2	-6	5
PAFAH1B3 FP inh	16	11	0	5	8	5
PAD4 FP inh	-1	1	1	-2	1	-1
EBNA-1 inhibitor	8	3	0	-7	-7	-3
PAFAH2 inh	19	8	-6	0	-6	5
PREPL inh	4	2	1	25	10	1
GSTO1 inh	5	-6	4	6	1	-1
ZTA DNA inh	-1	1	8	-11	6	6

49. CCn1nc(C)c(C2C(C#N)=C(N)OC3=C2C(=O)CC(C)(C)C3)c1C (stereo not drawn)
50. CC(C)(C)OC(=O)N1CCC(C(=O)N[C@@H](Cc2ccccc2)C(=O)O)(c2ccccc2)CC1
51. Cc1ccc(C)c(NC(=O)CCN2CCN(c3ccccc3F)CC2)c1
52. O=C(NCc1ccco1)c1cccc2ccccc12
53. CCOC(=O)C1=NNC(C(=O)c2ccccc2)C1c1ccc(OC)cc1 (stereo not drawn)
54. CCOC(=O)c1cc(C(=O)c2cc(F)ccc2O)coc1=N
55. O=C(COC(=O)C12CC3CC(CC(C3)C1)C2)Nc1nccs1
56. COC(=O)c1c(C)noc1-c1ccc(Cl)cc1
entry no.	49	50	51	52	53	54	55	56
LYPLA1 counter	3	1	0	4	0	4	2	0
LYPLA2 counter	3	8	0	7	7	-2	4	1
PAFAH1B3 FP inh	8	5	4	2	-4	5	-2	0
PAD4 FP inh	-1	-3	1	-2	-1	-2	0	-1
EBNA-1 inhibitor	-7	-10	-1	14	-7	-14	4	1
PAFAH2 inh	-2	-2	-10	7	-3	1	11	-3
PREPL inh	0	3	25	3	3	-13	-3	-3
GSTO1 inh	4	-2	-1	-3	0	-3	0	-4
ZTA DNA inh	1	-10	5	10	-13	-3	4	-6
